Source: PubChem BioAssay
ERb coact inh: ER-beta (human) coactivator binding inhibition. inhibition, % at 25.6 µM. AID 633. TR-FRET ER-beta LBD / SRC1-Cy5 peptide binding; receptor agonist-loaded with 1 µM estradiol. Q92731. 86,000 compounds, 1.3% hits;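 active = compounds whose percent inhibition of the receptor-coactivator binding signal exceeds about 50% in the single-dose screen, limit read from the data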;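 note: 0% = receptor plus peptide wells without compound and 100% = peptide-only wells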
Target sequence (Q92731 whole entry, looked up, the tested form may be a part): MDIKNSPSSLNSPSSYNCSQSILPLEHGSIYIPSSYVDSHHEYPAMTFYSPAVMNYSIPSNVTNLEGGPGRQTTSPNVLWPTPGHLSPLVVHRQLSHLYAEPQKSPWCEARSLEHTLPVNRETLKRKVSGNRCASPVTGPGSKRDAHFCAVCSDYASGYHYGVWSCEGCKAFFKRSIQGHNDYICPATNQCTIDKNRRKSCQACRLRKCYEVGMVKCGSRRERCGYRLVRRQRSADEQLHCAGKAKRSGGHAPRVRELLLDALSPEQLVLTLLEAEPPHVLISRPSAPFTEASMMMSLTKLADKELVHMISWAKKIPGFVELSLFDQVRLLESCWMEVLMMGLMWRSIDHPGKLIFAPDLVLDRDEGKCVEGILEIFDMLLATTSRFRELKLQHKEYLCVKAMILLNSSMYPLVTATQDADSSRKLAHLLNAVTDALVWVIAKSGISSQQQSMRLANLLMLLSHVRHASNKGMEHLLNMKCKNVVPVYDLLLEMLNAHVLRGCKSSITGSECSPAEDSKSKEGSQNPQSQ
Mac1 fbg inh: CD11b/CD18-fibrinogen binding inhibition; inhibition, % at 10 µM; 93,000 compounds, 0.54% hits; K562 CD11b/CD18 adhesion to fibrinogen, ATPlite luminescence; Mn2+ added to activate the integrin; P05107+P11215; AID 1497;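 active = primary inhibition of 50% or more at 10 µM, then 40% or more on retest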; note: some results filed as inactive read as strong as hits
sEH inh: blocks human soluble epoxide hydrolase activity | P34913 | inhibition, % at 2 µM | AID 707 | 91,000 compounds, 0.34% hits | recombinant human sEH enzymatic activity assay; in the data active = inhibition above about 80%; note: values of inactives mirror those of a sister screen read the other way; many of its hits are not listed in these tables
Target sequence (P34913 whole entry, looked up): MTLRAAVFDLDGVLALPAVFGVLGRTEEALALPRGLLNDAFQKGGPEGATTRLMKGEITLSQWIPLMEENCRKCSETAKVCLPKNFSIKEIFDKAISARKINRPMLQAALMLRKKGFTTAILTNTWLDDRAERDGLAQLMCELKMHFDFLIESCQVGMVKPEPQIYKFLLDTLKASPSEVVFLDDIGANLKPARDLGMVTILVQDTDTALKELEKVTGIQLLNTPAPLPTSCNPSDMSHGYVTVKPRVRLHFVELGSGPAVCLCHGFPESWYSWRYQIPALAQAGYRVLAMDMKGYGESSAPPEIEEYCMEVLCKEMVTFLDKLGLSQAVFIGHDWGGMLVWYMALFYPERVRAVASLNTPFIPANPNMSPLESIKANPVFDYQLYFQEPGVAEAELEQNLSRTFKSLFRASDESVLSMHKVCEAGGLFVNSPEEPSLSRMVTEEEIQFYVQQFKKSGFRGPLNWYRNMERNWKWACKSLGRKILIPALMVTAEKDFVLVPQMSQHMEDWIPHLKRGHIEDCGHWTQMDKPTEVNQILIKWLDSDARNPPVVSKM
Smad3 inh: blocks human Smad3 binding to FoxH1 peptide | P84022 | TR-FRET Smad3/Dy647-FoxH1 peptide binding, europium anti-His | inhibition, % at 25 µM | 88,000 compounds, 0.29% hits | AID 630;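 active = compounds that reduce the energy-transfer binding signal between the protein and its labelled peptide by more than half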;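 note: 0% = Smad3 plus labelled peptide maximal FRET and 100% = peptide-only background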
sEH activator: activators of human soluble epoxide hydrolase; activation, % at 2 µM; 91,000 compounds, 0.04% hits; AID 717; purified human sEH enzymatic activity, activator screen; in the data active = activation above about 37%; note: values of inactives mirror those of a sister screen read the other way
ERa SRC1 pot: enhances coactivator binding to human estrogen receptor alpha | P03372 | TR-FRET ERalpha-LBD/SRC-Cy5 coactivator binding, 2 h; 100 = basal binding, no effect | coactivator binding (% of control), % at 25.6 µM | 86,000 compounds, 1.3% hits | AID 639; in the data active = activity above about 200%;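 note: binding measured in presence of low estradiol as agonist stimulus; 0% = peptide alone without receptor and 100% = receptor with peptide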
CD11b adhes enh: increases human CD11b/CD18 adhesion to fibrinogen; P05107+P11215; K562 CD11b/CD18 adhesion to fibrinogen, ATPlite luminescence; activation, % at 10 µM; 93,000 compounds, 0.07% hits;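 active = 10 µM primary screen giving 50% or more activity, confirmed by 40% or more on retest at that dose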; note: strong numbers were not always called active; reference of the scale not given here
Candida biofilm: kills Candida albicans biofilms. inhibition, % at 6 µM. AID 834. 85,000 compounds, 0.14% hits. C. albicans biofilm + clotrimazole, Alamar Blue;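 active = inhibition above 20%; inactive = inhibition below 20%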;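 note: preformed 24 hr biofilms exposed to compound for 48 hr; 0% = biofilm without compound and 100% = blank killed by clotrimazole plus chlorhexidine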
MT1-MMP txn act: activates MT1-MMP transcription. HT1080 MT1-MMP promoter luciferase reporter, luminescence, overnight; hits give high values. activation factor at 10 µM. 86,000 compounds, 0.16% hits;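 active = activation factor of at least 2 for MT1-MMP transcription at 10 µM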
* marks the source's active call; other numbers are inactive results; · = not tested or not shown; [ ] = another dose, or the depositor's remark. These rows are one share of the data (hit frequency here may not be typical).

SMILES	ERb coact inh	Mac1 fbg inh	sEH inh	Smad3 inh	sEH activator	ERa SRC1 pot	CD11b adhes enh	Candida biofilm	MT1-MMP txn act
CCOC(=O)C1CCN(C(=O)Cc2ccc(C)cc2)CC1	-7	-28	-1	2	2	101	0	6	·
COc1ccc2c(c1)CCCN2C(N)=O	-21[fluorescence artefact?]	0	14	10	-11	121	0	6	1.1
COc1ccc(C(=O)CN2CCN(c3ccc(F)cc3)CC2)cc1OC	-5[fluorescence artefact?]	·	-6	1	8	110[fluorescence artefact?]	·	·	1
COc1ccc(OC)c(CNc2nc3ccccc3n2CCN2CCCCC2)c1	-4	4	8	-3	-6	115	0	4	1.1
Nc1cc(C(=O)O)ccc1N1CCCCCC1	14	-3	6	10	-6	76	3	4	1
O=C(CSc1ccccc1C(=O)O)Nc1cccc(C(=O)O)c1	-11	-6	·	-5	·	132[fluorescence artefact?]	0	7	1.2
COc1ccc(Cl)cc1NC(=S)NCc1ccco1	-5	·	9	3	-6	103	·	8	1.2
CCC1Sc2ccccc2N(CC(=O)NCc2ccc3c(c2)OCO3)C1=O (stereo unspecified)	-13	-3	·	6[fluorescence artefact?]	·	113	1	4	1.4
Cc1ccccc1OCC(=O)Nc1ccccc1N1CCCCC1	-1	5	-16	1	14	111	0	-5	1.1
COC(=O)c1[nH]c2ccccc2c1NC(=O)CN1CCCc2ccccc21	58*[fluorescence artefact?]	1	-5	16[fluorescence artefact?]	6	73[fluorescence artefact?]	54	0	1.8
O=C1CCN(C(=O)Nc2cccc(Cl)c2)N1	·	-5	15	·	-17	·	0	·	·
Cc1cccc(NC(=O)c2cc(NC(=O)c3ccccc3)ccc2N2CCCCC2)c1	8[fluorescence artefact?]	-5	-3	5[fluorescence artefact?]	3	118	3	7	1
Cc1ccc(Cl)cc1N1CCN(Cc2nc3ccsc3c(=O)[nH]2)CC1	·	4	-2	·	2	·	0	·	·
Cc1ccc(-c2nn3c(C)nnc3s2)cc1NC(=O)c1ccc(OC(C)C)cc1	-19[fluorescence artefact?]	-3	-2	5	2	106	-3	7	1.1
CCOc1ccccc1-n1c(SCC(=O)NC(C)(C)C)nnc1-c1ccoc1C	-1[fluorescence artefact?]	10	-18	0	18	113	-1	-1	1.2
Cc1ccc(-c2nnn(C(C)C(=O)N3c4ccccc4CCc4ccccc43)n2)cc1 (stereo unspecified)	0	·	-4	10	4	103	·	8	1.1
O=C(Nc1cnc2sccn2c1=O)c1ccccc1Cl	-1	-2	-6	-17	6	100	3	-1	1.2
Nc1cc(-c2ccc(Cl)cc2)nn1S(=O)(=O)c1cccc2nsnc12	1	2	0	-7	-2	119[fluorescence artefact?]	6	5	·
O=C(CCN1C(=O)c2ccncc2C1=O)Nc1ccc2c(c1)OCCO2	8	-4	·	9	·	85[fluorescence artefact?]	-2	8	0.9
CCCC1CC(c2csc(N)n2)CCO1 (stereo unspecified)	-6[fluorescence artefact?]	-1	-18	-2	19	117	1	6	1.1
Cc1ccc(-c2[nH]n3c(=O)c4c(nc3c2C)CCCC4)cc1	-8	·	4	-4	-6	104[fluorescence artefact?]	·	8	1.1
CNc1nc(-c2c[nH]c3ccccc23)cs1	13	-34	-6	11	8	113[fluorescence artefact?]	-3	2	1.5
Cn1c(N2CCCCC2)nc2c1c(=O)[nH]c(=O)n2C	-7	-2	-10	12	10	118	-6	9	1.1
CN(C)CCCC(=O)c1ccc2c(c1)OCO2	-1	4	-3	11	1	78	-2	1	1
CCOC(=O)c1cnn(-c2nc(C)cc(C)n2)c1N	4[fluorescence artefact?]	1	5	7	-6	92	0	4	1
(cont.)
SMILES	ERb coact inh	Mac1 fbg inh	sEH inh	Smad3 inh	sEH activator	ERa SRC1 pot	CD11b adhes enh	Candida biofilm	MT1-MMP txn act
CC(C)Nc1nc(N(c2ccccc2)c2ccccc2)nc(-n2ccnc2)n1	-2	2	-1	16	1	84	5	5	0.9
COc1cc(NC(=S)Nc2cccnc2)cc(OC)c1OC	·	8	0	·	2	·	-1	·	·
O=C(CSc1nnc(CCCO)n1-c1ccccc1)NCCc1ccccc1	-14	12	4	0	0	109	-2	7	0.9
O=C(CC(C(=O)O)C1CCCO1)Nc1cccc(C(F)(F)F)c1 (stereo unspecified)	-16	-3	-4	2	3	97	2	3	1.3
N#CC1=C(N)N2C(=C(C#N)C13CCN(Cc1ccccc1)CC3)Nc1ccccc12	-6	0	7	1	-10	105	10	7	1.3
COC(=O)CCCC(=O)Nc1ccc(Cl)c(Cl)c1	-3	·	21	4	-20	115	·	9	1.2
Cn1c(C(=O)Nc2ccccc2)cc2sccc21	-2	·	-5	12	4	80	·	1	2.2*
COc1ccc(N2CC(O)=C(c3nc4ccccc4s3)C2=N)c(OC)c1	0	-10	·	6	·	105	3	-2	1.2
CCCOc1ccc(-c2nc(C#N)c(N3CCN(C)CC3)o2)cc1	-8	-14	7	-1	-7	107	-3	·	1.1
CS(=O)(=O)N(CC(=O)NC1CC1)c1cccc(F)c1	-7	-1	9	4	-6	129	2	6	1.2
COc1ccc(CNC(=O)C(C)N(Cc2ccco2)C(=O)c2snc(C(N)=O)c2N)cc1 (stereo unspecified)	7	48	6	-1	-5	112	1	11	1
O=C(Nc1ccc(Cl)cc1)N1CCc2[nH]c3ccccc3c2C1	-5	-4	27	21[fluorescence artefact?]	-24	91	5	6	1.1
COc1ccc(C(=O)NC(=S)N(Cc2ccccc2)Cc2ccccc2)cc1	·	-6	15	·	-16	·	1	·	·
COc1ccc(N2C(=O)CSC23C(=O)N2CCCc4cccc3c42)cc1 (stereo unspecified)	-6	-7	-6	-6	6	102	-1	6	1.2
O=C(CCC1CCCCC1)NCc1ccncc1	-1	-19	21	11	-22	119	5	2	0.9
O=C(OCn1nnc2ccccc2c1=O)c1ccc(S(=O)(=O)N2CCOCC2)cc1	1	-43	-4	11	4	101	-2	9	·
COc1ccccc1NC(=O)c1ccccc1-c1nc(-c2ccccc2OC)no1	-10	8	5	-1	0	105	-3	6	1.3
O=C(CCn1c(=O)oc2ccccc21)Nc1cccc(Cl)c1	-3[fluorescence artefact?]	-59	·	8	·	102	1	6	1
O=C(NC1CC2CCC1C2)C1CCN(S(=O)(=O)c2ccc(-c3nn[nH]n3)cc2)CC1 (stereo unspecified)	-2	-1	11	-6	-11	95	-1	15	1
Cc1ccc(S(=O)(=O)NCC(=O)NC2CCCC2)cc1	-3	·	·	-3	·	101[fluorescence artefact?]	·	8	1.1
O=C(CN(C1CCCCC1)S(=O)(=O)c1ccccc1)NCc1ccco1	1	·	15	-2	-10	104	·	-2	1.4
O=C(c1ccccc1)c1ccc(OCCCCN2CCCCC2)cc1	-1	1	-8	9	8	102	-1	-1	1
CC(=O)Nc1cccc(C(=O)N2CCN(Cc3ccccc3)CC2)c1	2	-14	-2	1	0	125	-2	12	1.1
CCOC(=O)/C=C1\SCC(=O)N1CC(=O)c1ccc[nH]1	64*[fluorescence artefact?]	·	7	9	-6	33[fluorescence artefact?]	·	8	1.1
O=C(c1ccccc1NS(=O)(=O)c1ccc(F)cc1)N1CCCC1	-2	-4	-10	-2	13	111	4	1	1
The list continues.
SMILES	ERb coact inh	Mac1 fbg inh	sEH inh	Smad3 inh	sEH activator	ERa SRC1 pot	CD11b adhes enh	Candida biofilm	MT1-MMP txn act
O=C(c1ccc(CN2CCOCC2)cc1)N1CCN(c2ccccc2)CC1	-5	·	-4	-5[fluorescence artefact?]	10	108	·	6	1.2
COc1cc(OC)cc(C(=O)Nc2ccccc2NC(C)=O)c1	1	-10	-5	3	6	109	-5	2	1.2
CCNc1nnc(CSc2nc3ccccc3s2)s1	3	·	10	0	-7	102	·	0	1.7
NC(=O)c1ccccc1OCC(=O)NS(=O)(=O)c1ccc(Cl)cc1	6[fluorescence artefact?]	0	-13	15	11	104[fluorescence artefact?]	-2	7	1.1
CCn1cc([N+](=O)[O-])c(C(=O)N2N=C(c3ccc4ccccc4c3)CC2c2cc(Br)ccc2O)n1 (stereo unspecified)	51*[fluorescence artefact?]	·	2	3	0	104	·	7	1.2
CSc1nc2ccc(NS(=O)(=O)c3ccc(Cl)s3)cc2s1	5	82*	-12	10[fluorescence artefact?]	9	98	-12	5	1.2
CCSc1nc2sc3c(c2c(=O)n1C1CCCCC1)CCN(C)C3	-6	-4	·	7	·	99	-2	5	0.9
CCCNC(=O)Cn1cccc1C(=O)c1ccccc1	-1[fluorescence artefact?]	12	3	4	-5	125	5	7	1.2
CCN(CC)CCOC(=O)c1ccc(Cl)cc1	13	-45	-6	12	8	109	2	6	1.1
OC(Cc1nc2ccccc2[nH]1)c1ccccc1Cl (stereo unspecified)	2	18	-6	-15	5	100	1	1	1.3
CN1CCN(S(=O)(=O)c2ccc(NC(=O)c3ccc(Br)s3)cc2)CC1	-7	-9	54	6	-55	118[fluorescence artefact?]	-2	0	1.1
O=C(Nc1ccc(Cl)cc1)c1cccs1	-23	16	37	11	-38	90[fluorescence artefact?]	-4	5	1.6
CCN(CC)S(=O)(=O)c1cccc(-c2nnc(SCCOc3ccc(Cl)cc3)o2)c1	7	21	-2	7	2	116[fluorescence artefact?]	1	4	1.1
CCN(CC)CCNC(=O)c1ccc2c(c1)ncn2C1CCCCC1	1	·	-2	-3	4	127	·	7	1
O=C(Nc1ccc(F)cc1)NC1CCCCC1	-7	-16	77	7	-77	106	2	-4	·
O=C1CCc2cc(S(=O)(=O)N3CCC(C(=O)NCCC4=CCCCC4)CC3)ccc2N1	0	-10	40	-13	-41	123	0	-7	1.1
CCCCCCC(=O)N1CCC(c2nc3c(nnn3Cc3ccccc3Cl)c(=O)[nH]2)CC1	1	8	·	6	·	78	4	7	1.2
CCc1nc(N)c(C#N)c(-c2ccncc2)c1C	1	29	-16	-8	16	108	-2	7	0.9
CCN(CC)S(=O)(=O)c1cccc(-c2nnc(SC(C)C(=O)NCCC3=CCCCC3)o2)c1 (stereo unspecified)	5	·	85*	-3	-84	90[fluorescence artefact?]	·	-8	1.1
Cc1c(N(C)C(=O)c2ccccc2F)c(=O)n(-c2ccccc2)n1C	-3	4	6	13	-5	106	-2	7	1
CN1CC(=O)N(C)c2ncn(Cc3ccccc3)c2C1=O	11	-57	-3	1	4	90	0	7	1.2
CN1CCc2c(sc3c2C(=O)NC(c2cn(Cc4ccccc4)c4ccccc24)N3)C1 (stereo unspecified)	64*[fluorescence artefact?]	·	5	0	-3	14[fluorescence artefact?]	·	-1	1.3
O=C(NCCCN1CCCC1=O)C1CCN(S(=O)(=O)N2CCOCC2)CC1	-1[fluorescence artefact?]	-7	4	-5	-1	113	2	4	0.9
CC(C)C(c1nnnn1C1CCCC1)N(C)C1CCCCC1 (stereo unspecified)	5[fluorescence artefact?]	-15	6	-9	-8	120[fluorescence artefact?]	2	7	1.1
COc1ccc(-c2nnc(NC(=O)C(C)C)s2)c(OC)c1	-2[fluorescence artefact?]	8	·	15[fluorescence artefact?]	·	120[fluorescence artefact?]	5	7	1.3
C=CCn1c2ccccc2c2nnc(SCC(=O)Nc3cc(C)on3)nc21	1[fluorescence artefact?]	-27	9	-151	-10	153	-3	4	1.1
COC(=O)[C@H](Cc1ccccc1)NC(=O)NCCC1=CCCCC1	-9	-15	43	27[fluorescence artefact?]	-44	101	-4	2	1.2
CCn1c(SCC(=O)NCc2ccco2)nnc1C(C)C	-8[fluorescence artefact?]	0	-5	-12	6	92[fluorescence artefact?]	-1	-5	1.1
Cc1nc(Sc2nnnn2-c2ccccc2)c(C#N)c(C)c1C	-13	-14	0	3	-1	108[fluorescence artefact?]	-5	6	1.1
